Source: PubChem (several laboratories)
MEP2 TOR yeast: yeast TOR pathway MEP2-GFP modulation; AID 2016; GFP response vs DMSO, % at 10 µM; 330,000 tested, 0.51% active; S. cerevisiae MEP2-GFP strain, flow cytometry GFP, 3 h; 100% = DMSO control level;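 active = GFP response versus DMSO above a set limit, roughly screen mean plus 3 SD, cut at about 180% in these data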;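 note: median GFP fluorescence of the barcode-gated MEP2-GFP cells per well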
proCasp7 act: activates human procaspase-7, counter-screen for procaspase-3 activators | AID 463210 | activation, % at 8.5 µM | P55210 | recombinant procaspase-7, Ac-DEVD-pNA absorbance 405 nm; D23A/D198A/D206A triple mutant, cannot self-cleave; scale: DMSO 0, 5 µM enzyme 100 | 330,000 tested, 0.093% active;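 active = percent activation above the screen-wide mean plus 3 SD, cut at about 25% in these data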
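Assay system – Uncleavable procaspase-7 mutant enzyme · Quantity – 2 µM procaspase-7 mutant as dispensed · Times – 1 h preincubation, 2 h reaction · Dosing – single nominal 8.5 µM compound dose, 0.8% DMSO final · Buffer or medium – Zinc-free 50 mM HEPES buffer, pH 7.4, with NaCl and Triton X-100 · Detection – Epi-absorbance of released pNA at 405 nm, two timepoints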
RPL19A TOR yeast: modulators of TOR pathway RPL19A-GFP in S. cerevisiae; S. cerevisiae RPL19A-GFP strain, flow cytometry, 3 h; hits give low values; percent response vs DMSO, % at 10 µM; 330,000 tested, 0.3% active; AID 2025;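 active = percent response vs DMSO below 50%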;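 note: median channel GFP fluorescence of the barcoded RPL19A-GFP strain; ratio of sample median GFP to plate DMSO average so 100% = DMSO; lower means less RPL19A-GFP as with rapamycin TOR inhibition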
LAP4 TOR yeast: alters LAP4-GFP fluorescence in TOR pathway yeast screen; S. cerevisiae LAP4-GFP multiplex, flow cytometry GFP, 3 h; median GFP as percent of DMSO wells; GFP response vs DMSO, % at 10 µM; 320,000 tested, 0.34% active;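 active = GFP response vs DMSO above a set limit, about the screen mean plus 3 SD, cut at about 150% in these data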
proCasp3 act: procaspase-3 (human) activation; P42574; recombinant procaspase-3 D3A, Ac-DEVD-pNA absorbance 405 nm; activation, % at 8.5 µM; 330,000 tested, 0.11% active; AID 463141;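 active = activation above the mean of all tested compounds plus 3 SD, cut at about 21% in these data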;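 note: 0% = DMSO alone and 100% = DMSO wells spiked with extra 5 µM PC-3 D3A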
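assay system = Procaspase-3 D3A mutant | signal = absorbance at 405 nm, 0 and 120 min | times = 1 h preincubation plus 2 h reaction at 25 °C | repeats = single replicate | read-out = % activation between DMSO and enzyme-spiked controls | medium = Zinc-free HEPES saline buffer with Triton X-100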
ZTA DNA inh: ZTA (EBV) inhibition in EBNA-1 counter-screen | inhibition, % at 11 µM | ZTA-DNA binding, fluorescence polarization | 320,000 tested, 0.15% active | P03206 | AID 2234; in the data active = inhibition above about 33%
EBNA-1 inh: blocks EBNA-1 binding to DNA; EBNA-1 DNA binding, fluorescence polarization; 300,000 tested, 0.34% active; inhibition, % at 14.8 µM; in the data active = inhibition above about 28%
AHR activator: human AHR activation. activation, % at 5 µM. AHR-responsive luciferase reporter cells, luminescence. AID 2796. 320,000 tested, 2.5% active; in the data active = activation above about 47%;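 note: 0% = vehicle wells and 100% = reference agonist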
The depositor's hits bear a star; · = not tested or not shown; [ ] = dose if it differs, or a comment. This is a subset; count on the stated rates, not on these rows.

Results follow in this order: MEP2 TOR yeast	proCasp7 act	RPL19A TOR yeast	LAP4 TOR yeast	proCasp3 act	ZTA DNA inh	EBNA-1 inh	AHR activator
1	C=CCn1c(C)c(C=C2C(=O)NC(=O)NC2=O)c2ccccc21
    106	-8	108	95	-11	14	3	8
2	CC(=O)N[C@@H]1CC[C@@]2(O)[C@H]3Cc4ccc(O)c5c4[C@@]2(CCN3CC2CC2)[C@@H]1O5
    107	5	105	114	2	·	·	1
3	COc1ccc(C2SCC(=O)Nc3c2c(=O)[nH]n3C2CCCCCC2)cc1OC (configuration not stated)
    107	2	102	106	-5	-10	9	0
4	CCCCn1c(=O)c(C(=O)Nc2ccccc2F)c(O)c2ccccc21
    101	-3	101	83	-4	3	0	16
5	CCC(COC(=O)NC)NC(=O)Oc1ccccc1 (configuration not stated)
    95	6	96	98	6	14	1	-1
6	COc1ccc(-c2cc(=Nc3ccccc3)c3cc(C)ccc3o2)cc1
    104	-9	102	94	6	0	6	-10
7	O=C(N/N=C/c1c(O)n(CCc2ccccc2)c(=O)[nH]c1=O)c1ccccc1O
    93	1	103	91	-4	-8	-13	32
8	CCOc1cc(C2C(C#N)=C(N)Oc3c2c(=O)oc2ccccc32)ccc1OC(=O)c1cccs1 (configuration not stated)
    101	-2	102	99	-3	4	-8	6
9	C[C@]12CCC3C(CC[C@H]4C[C@H](N)CC[C@]34C)C1CC[C@H]2O (some centres not stated)
    102	-7	102	93	0	-7	-14	1
10	CCOc1cc2c(cc1OCC)-n1cccc1C(c1ccc(F)cc1)NC2 (configuration not stated)
    106	7	106	101	8	4	-4	-1
11	CC(C)(C)NC(=S)/N=C(\N)N[N+](=O)[O-]
    103	8	97	97	-3	7	-4	-1
12	c1ccc(C(OCCN2CCN(c3ncccn3)CC2)c2ccccc2)cc1
    102	-10	103	104	1	-10	-1	-2
13	COC(=O)C1=C(c2ccc(F)cc2OCc2ccccc2)C[C@@H]2CC[C@H]1N2C(=O)NCCCOC(C)C
    89	2	99	85	1	-1	·	-1
14	[O-]c1ccccc1-[n+]1c(-c2ccccc2)cc(-c2ccccc2)cc1-c1ccccc1
    103	2	104	100	2	-17	-11	4
15	COC(=O)C(O)(c1c(C)[nH]n(-c2ccccc2)c1=O)C(F)(F)F (configuration not stated)
    96	-4	97	90	-2	0	-7	12
16	Fc1cccc(F)c1CN1CCN(c2ccc(Cl)cc2)CC1
    97	-7	100	100	-2	10	-8	-1
17	CCN(CC)S(=O)(=O)c1ccc(NN=C(C#N)C#N)cc1
    100	-2	107	103	-2	-4	-3	-1
18	CN(C(=O)CNC(=O)OCc1ccccc1)c1ccc(Br)cc1C(=O)c1ccccc1Cl
    88	3	98	92	13	19	19	3
19	Cc1cc(OC(C)C(=O)NCC(O)c2ccccc2)c2c3c(c(=O)oc2c1)CCCC3 (configuration not stated)
    102	-2	91	88	9	3	3	2
20	CNCCc1nc(N)n[nH]1
    94	4	99	83	8	-2	-2	1
21	O=C(C(=C1N(Cc2ccc(Cl)nc2)CCN1Cc1ccc(Cl)nc1)[N+](=O)[O-])C(Cl)Cl
    96	8	98	99	11	-19	2	4
22	CC1(C)N2CC3([N+](=O)[O-])CN1CC([N+](=O)[O-])(C2)C3
    105	7	97	110	8	2	-2	0
23	O=C(C1CC(=O)N(C2CCCC2)C1)N1CCC2(CC1)OCCO2 (configuration not stated)
    104	3	99	97	-5	0	-6	-3
24	CC(C)(C)c1cc(OC(=O)Cc2ccccc2)ccc1O
    111	5	108	95	-2	-13	-9	12
25	CNC(=O)O/N=C(\N)Cc1csc2ccccc12
    101	8	96	110	7	-3	-2	3
26	COc1cc2c(c(OC)c1)C(=O)OC(C)CCCC(=O)CCCCC2 (configuration not stated)
    106	0	105	84	7	6	5	12
27	CCCCn1c(=O)c(C(=O)Nc2ccccn2)c(O)c2ccccc21
    117	8	98	100	7	-7	7	12
28	CN1C(=O)C(=Cc2c(OCc3cnc(Cl)s3)ccc3ccccc23)C(=O)N(C)C1=O
    90	-2	90	128	-6	16	1	8
29	CC(C)CNC(=O)c1c(N)n(Cc2ccco2)c2nc3ccccc3nc12
    108[may fluoresce violet]	-12	92[may fluoresce violet]	97[may fluoresce violet]	8	4	-1	44
30	CC(C)(C)P(=O)(NCc1ccccc1)c1ccccc1 (configuration not stated)
    102	-4	84	85	3	-4	-1	0
31	COc1ccc(SCC2CN(C)CCC2c2ccc(F)cc2)cc1 (configuration not stated)
    106	6	94	105	-2	0	-11	-4
32	CCOP(=O)(Cc1cc(C(C)=O)c(C)o1)OCC
    111	4	104	·	-2	4	1	-1
33	O=C1NC(=O)N(c2ccccc2)C(=O)/C1=C\C=C\c1ccccc1
    398*[may fluoresce violet]	-5	42*[may fluoresce violet]	61[may fluoresce violet]	5	4	-5	-1
34	Cc1nc2ccccc2c(=O)n1-c1ccc(F)cc1
    107	4	100	99	7	-15	-1	1
35	C[N+]12CCC(CC1)C(C(O)(c1cccc(Cl)c1)c1cccc(Cl)c1)C2 (configuration not stated)
    103	-8	102	100	-8	0	1	-4
36	COC(=O)C1=C(c2cccc(OCc3ccccc3)c2)C[C@@H]2CC[C@H]1N2C(=O)NCc1ccc(Br)cc1
    97	3	97	101	-11	-8	·	1
37	COC(=O)C1=C(c2ccc3ccccc3c2)C[C@@H]2CC[C@H]1N2C(=O)N1CCC(C)CC1
    97	11	106	106	-1	-17	·	1
38	COc1ccc(OC)c(NP(=O)(Oc2ccc(Cl)cc2)Oc2ccc(Cl)cc2)c1
    136[may fluoresce violet]	8	90[may fluoresce violet]	94[may fluoresce violet]	4	-3	7	1
39	CCN(CC)c1ccc(/C=C2\C(=O)NC(=S)N(C)C2=O)o1
    103	-9	98	130	-4	-1	-1	5
40	CC(=O)O[C@@H]1CC[C@]2(C)C3CC[C@@]4(C)C(C[C@@H](O)[C@@H]4O)C3[C@@H](OC(C)=O)C[C@H]2C1 (some centres not stated)
    93	0	101	84	12	·	·	-1
41	Cc1ccc(N2C(=O)/C(=C/c3ccc(CN(CCC#N)S(C)(=O)=O)o3)C(=O)NC2=S)cc1C
    198*[may fluoresce violet]	-22	64[may fluoresce violet]	97[may fluoresce violet]	-12	7	-4	11
42	CCOC(=O)N1CCC(NC(=O)CCc2nc(C3=CCN(C)CC3)no2)CC1
    121	0	102	117	5	-11	17	1
43	CN1CCN(c2cc([N+](=O)[O-])ccc2Cl)CC1
    105	9	106	107	13	-19	-9	-4
44	COC(=O)C1=C(c2ccc3ccccc3c2)C[C@@H]2CC[C@H]1N2C(=O)NC1CC1
    99	8	101	109	0	-8	·	-1
45	Cc1ccsc1C(=O)C1CCCN(Cc2cc(C(C)C)n[nH]2)C1 (configuration not stated)
    96	0	96	98	4	-1	8	4
46	OCC#CC[N+]1(CC#Cc2ccccc2)CCCC1
    103	-4	100	108	-5	-5	-1	-2
47	Nc1ncc([N+](=O)[O-])s1
    102	-14	104	111	-7	2	·	4
48	Fc1ccc(C(OCCN2CCN(CCCc3ccccc3)CC2)c2ccc(F)cc2)cc1
    99	6	76	208*	0	12	2	-1
49	CN(C)C(=O)Oc1ccc(Br)c2ccccc12
    92	5	98	112	2	21	15	5
50	C=CCn1c(O)c(C(C)=NCc2ccco2)c(=O)[nH]c1=O
    96	9	96	100	2	1	-3	0
51	COc1ccc(OC)c(N2C(=O)NC(=O)C(CCc3ccncc3)(CCc3ccncc3)C2=O)c1
    102	4	113	76	2	-6	0	0
52	C[n+]1ccc(-c2cc[n+](C)cc2)cc1
    99	6	97	120	8	6	3	-1
53	CCCCn1c(O)c(C(CC)=NCCN2CCCCC2)c(=O)[nH]c1=O
    103	-5	103	95	-3	19	-1	1
54	COC(=O)C1=C(c2cc3ccccc3s2)C[C@@H]2CC[C@H]1N2C(=O)NCc1ccco1
    94	2	95	130	-6	3	-1	0
55	O=c1[nH]c(=O)n(-c2ccc(F)cc2)c(O)c1C=NCCN1CCCCC1
    84	0	90	85	8	-1	0	-1
56	O=C1NC(=O)C(=Cc2cc3c(cc2[N+](=O)[O-])OCO3)C(=O)N1
    104	-18	104	102	-15	10	10	7
57	COc1ccc(-n2c(/C=C3/C(=O)Nc4ccccc43)nc3ccccc3c2=O)cc1
    96	0	97	103	-2	-6	3	0
58	Cc1nn(Cc2ccc(Cl)cc2Cl)c(Cl)c1C(=O)Nc1ccc(OC(F)F)cc1
    95	-1	104	93	4	8	11	9
59	COc1cc(CNCCc2ccc3c(c2)OCO3)cc(OC)c1OC
    98	10	99	98	4	-5	2	2
60	O=C(c1cc(S(=O)(=O)N2CCC3(CC2)OCCO3)ccc1F)N1CCC2(CC1)OCCO2
    83	9	87	86	-3	14	-5	0

New compounds follow
Results follow in this order: MEP2 TOR yeast	proCasp7 act	RPL19A TOR yeast	LAP4 TOR yeast	proCasp3 act	ZTA DNA inh	EBNA-1 inh	AHR activator
61	Cc1ccc2c(c1)C1CN(C)CCC1N2C(=O)c1ccco1 (configuration not stated)
    101	-2	97	95	-1	-5	-7	4
62	OC1/C(=C/c2ccccc2F)N2CCC1CC2 (configuration not stated)
    93	5	98	111	2	15	5	1
63	NC(Cc1nc2ccccc2[nH]1)c1ccc(Cl)cc1 (configuration not stated)
    101	-3	101	111	0	-15	-2	-6
64	COc1ccc(CCC(=O)N2CCC3(CC2)OCCO3)cc1
    98	-3	92	103	-7	-28	-6	1
65	CCCCCSc1cc(OC)c(CCNC)cc1OC
    102	0	101	95	4	0	-14	11
66	CC(=O)c1cn(CC(=O)NCCc2c[nH]c3ccccc23)c2ccccc12
    103	-8	101	94	-6	10	-4	3

A different layout for some results above:
37	COC(=O)C1=C(c2ccc3ccccc3c2)C[C@@H]2CC[C@H]1N2C(=O)N1CCC(C)CC1
  MEP2 TOR yeast: 97	proCasp7 act: 11	RPL19A TOR yeast: 106	LAP4 TOR yeast: 106	proCasp3 act: -1	ZTA DNA inh: -17	EBNA-1 inh: ·	AHR activator: 1

29	CC(C)CNC(=O)c1c(N)n(Cc2ccco2)c2nc3ccccc3nc12
  MEP2 TOR yeast: 108[may fluoresce violet]	proCasp7 act: -12	RPL19A TOR yeast: 92[may fluoresce violet]	LAP4 TOR yeast: 97[may fluoresce violet]	proCasp3 act: 8	ZTA DNA inh: 4	EBNA-1 inh: -1	AHR activator: 44
